Bioassay records deposited in PubChem by National Center for Advancing Translational Sciences (NCATS).
TDP1 block: TDP1 (human) enzyme inhibition; Q9NUW8; recombinant TDP1, AlphaScreen DNA substrate cleavage; Potency, µM (doses to about 130 µM), for the others: top-dose activity change, negative = inhibition, hits mostly inhibitors; actives 0.28% (n = 350,000); also: nearly all actives have a fitted effect of over 40% in size
Target sequence (Q9NUW8 whole entry, looked up): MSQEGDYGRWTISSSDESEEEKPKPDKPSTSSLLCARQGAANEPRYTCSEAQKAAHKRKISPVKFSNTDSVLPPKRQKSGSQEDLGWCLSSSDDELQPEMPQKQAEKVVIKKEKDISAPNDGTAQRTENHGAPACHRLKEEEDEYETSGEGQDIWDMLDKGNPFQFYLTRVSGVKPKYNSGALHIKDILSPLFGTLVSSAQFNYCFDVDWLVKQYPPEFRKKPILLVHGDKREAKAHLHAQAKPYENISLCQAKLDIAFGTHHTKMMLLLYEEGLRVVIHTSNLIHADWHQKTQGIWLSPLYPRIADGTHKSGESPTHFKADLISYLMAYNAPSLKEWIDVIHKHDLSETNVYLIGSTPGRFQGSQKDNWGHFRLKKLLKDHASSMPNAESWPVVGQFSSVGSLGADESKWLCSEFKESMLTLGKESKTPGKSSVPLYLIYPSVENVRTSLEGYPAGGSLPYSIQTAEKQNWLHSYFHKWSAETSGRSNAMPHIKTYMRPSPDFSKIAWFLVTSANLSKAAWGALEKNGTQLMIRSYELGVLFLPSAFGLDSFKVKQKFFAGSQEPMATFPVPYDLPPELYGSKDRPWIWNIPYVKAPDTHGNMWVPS
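E. coli-derived human Tdp1, 1 nM final. Cpd preinc 15 min RT; substrate 15 nM final, 5 min RT; AS bead mix 10 ug/ml final, 10 min RT. Signal loss = tyrosine-FITC cleavage. No-enzyme wells = max signal.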
FEN1 inh: blocks human flap endonuclease 1. Recombinant FEN1 flap cleavage, fluorescence, 15 min. AID 588795. Potency, µM (top dose mostly 114 µM), for inactives: at the top dose activity change, negative = inhibition, hits mostly inhibitors. actives 0.35% (n = 390,000); also: nearly all actives have a fitted effect of over 65% in size
Target sequence (P39748 whole entry, looked up): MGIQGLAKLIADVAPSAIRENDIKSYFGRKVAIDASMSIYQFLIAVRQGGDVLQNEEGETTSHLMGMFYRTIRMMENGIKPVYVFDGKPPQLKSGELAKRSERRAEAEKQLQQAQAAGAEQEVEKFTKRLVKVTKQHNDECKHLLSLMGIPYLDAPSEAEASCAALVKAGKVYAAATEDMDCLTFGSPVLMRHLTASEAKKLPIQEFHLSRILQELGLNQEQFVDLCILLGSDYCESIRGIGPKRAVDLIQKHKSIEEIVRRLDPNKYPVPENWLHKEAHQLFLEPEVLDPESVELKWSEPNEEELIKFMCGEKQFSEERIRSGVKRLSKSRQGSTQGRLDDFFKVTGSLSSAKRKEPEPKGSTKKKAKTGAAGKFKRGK
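Reaction started by adding substrate (50 nM final) to 10 nM enzyme after 15 min room-temperature compound preincubation. Reads at 0 and 15 min, with data normalized and fitted to a four-parameter Hill equation.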
N370S GC: inhibitors or activators of N370S glucocerebrosidase for Gaucher disease; P04062; actives 0.092% (n = 330,000); AID 2101; N370S GC spleen homogenate, 4MU-glucoside fluorescence; Potency, µM (top dose mostly 59.4 µM), for the others: at the highest dose activity change, negative = inhibition, actives largely listed as inhibitors;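 also: 0% = full enzyme activity and -100% = no enzyme basal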
* = called active by the depositor; u = inconclusive; x = no result given; & = joins results of further samples; [ ] = dose if it differs, or a comment. Calls follow the shape of the dose curve; as a rule, active = well fitted curve in the direction sought with a large enough effect; inconclusive = small, poorly fitted or top-dose-only effect, or another doubt; inactive = no such curve, though single readings can be large; an effect the other way counts as inactive or inconclusive. Unless noted, % is scaled to controls: 0 for no effect and ±100 for the full control effect; potency is read from the fitted curve at half-maximal effect. Rows were taken by chance; overall some 0.57% were active at least once.

The line under a structure holds: TDP1 block	N370S GC	FEN1 inh
COc1ccc(NC(=O)C(=O)NCC(c2ccc3c(c2)OCO3)N2CCN(C)CC2)cc1 (stereo not drawn)
  2%	x	13%
CC(=O)Nc1ccc(NC(=O)CSc2ccc3nnc(-c4ccccn4)n3n2)cc1
  x	-3%	9%
O=C(CCCCn1c(=O)c2ccccc2n(Cc2ccccc2F)c1=O)NCc1ccc2c(c1)OCO2
  1%	x	24%
COCCn1c(-c2ccc(Cl)cc2)nc2c(c(=O)c3ccccc3n2C)c1=O
  3%	7%	x
CN1C(=O)C(Cc2cnc[nH]2)NC1=S (stereo not drawn)
  x	1%	-1%
COc1ccccc1-n1c(-c2ccccc2)c[n+]2c1CCc1ccccc1-2
  5%&4%	-4%&14%	16%&-3%
Cc1ccc(C)c(N2CCN(c3nc4ccc(C)cc4nc3-n3nc(C)cc3C)CC2)c1
  -2%	x	-1%
O=C(NC1CCCCC1)C(c1ccccc1)N(Cc1ccc2c(c1)OCO2)C(=O)c1cnsn1 (stereo not drawn)
  7%	7%	-2%
Cn1c(C(=O)O)cc2cc(Oc3ccccc3)ccc21
  x	1%	-3%
Cc1ccc(C2C(C(=O)c3sc(C)nc3C)=C(O)C(=O)N2CCN2CCOCC2)o1 (stereo not drawn)
  -6%	22%	-6%
O=C(NC1CCCCC1)C1CCCN1S(=O)(=O)c1ccc(Cl)cc1 (stereo not drawn)
  9%	0%	2%
CCOc1ccc(S(=O)(=O)N2CCN(c3c(C)cccc3C)CC2)c2ccccc12
  2%	x	11%
Cc1cc2cc(CCNC(=O)c3ccc(S(=O)(=O)N4CCCC4)cc3)c(=O)[nH]c2cc1C
  3%	30%	2%
CCOC(=O)C1=C(COC(=O)c2c(OC)cccc2OC)NC(=O)NC1C (stereo not drawn)
  x	2%	-4%
Nc1nnc(SCC(=O)N2CCN(c3ccccc3)CC2)n1-c1ccccc1
  5%	-1%	-1%
CCN(CC(=O)Nc1cccc(S(=O)(=O)N2CCCCC2)c1)Cc1ccccc1
  x	1%	-7%
Fc1ccc2cnc(-c3ccccc3)cc2c1
  0%	x	-11%
C/C=C/c1ccc(OCCOCCOc2cccc3cccnc23)c(OC)c1
  3%	-4%	-5%
COc1cccc(NC(=O)CSCC(=O)Nc2ccccc2)c1
  3%	-12%	-7%
COc1ccccc1C(=O)NCC(=O)N/N=C/c1ccc2c(c1)OCO2
  4%	-14%	-4%
CCCCNC(=O)CSc1nc2c(sc(=S)n2-c2cc(Cl)ccc2OC)c(=O)[nH]1
  x	0%	-11%
Cc1cc(C)c(NC(=O)COC(=O)C2CCCO2)c(C)c1 (stereo not drawn)
  1%	x	2%
O=C(N/N=C/c1ccc([N+](=O)[O-])o1)c1cc(-c2ccncc2)nc2ccccc12
  -4%	9%[12.8 µM]	-7%
CCn1cc(S(=O)(=O)c2cc(C)cc(C)c2)c(=O)c2cc(F)c(N3CCCCC3)cc21
  -4%	x	-16%
COc1cccc(C(=O)NCCSc2ccc(Br)cc2)c1
  9%	16%	-1%
O=C(OCC(=O)N1CCCC1)c1cc(Br)ccc1Cl
  1%	-5%	15%
Cc1cccc(OCCCC(=O)Nc2ccc(N3CCOCC3)cc2)c1
  -1%	-5%	-10%
Cc1cc(C)nc(NS(=O)(=O)c2ccc(NC(=S)NC(=O)CC(C)C)cc2)n1
  -2%	6%	0%
C[C@@H](c1ccccc1)N1C(=O)[C@H]2[C@H]3[C@H](O)[C@H](O)C/C(=N/NC(=O)OCc4ccccc4)[C@@H]3CC[C@@H]2C1=O
  11%[21 µM]	-2%[12.8 µM]	x
CCOC(=O)c1cn2nc(Oc3ccc(C#N)cc3)ccc2n1
  x	-19%	14%

The line under a structure holds: TDP1 block	N370S GC	FEN1 inh
CCOC(=O)C1(Cc2ccc(O)cc2)NC(c2ccco2)C2C(=O)N(c3ccccc3F)C(=O)C21 (stereo not drawn)
  5%	-10%	0%
COc1ccc(OC)c(NC(=O)CCN2CCN(c3ccccc3F)CC2)c1
  8%	-7%	-18%
CCN(C(=O)CSc1nc2cc(C(F)(F)F)ccc2n1Cc1ccccc1)C1CCS(=O)(=O)C1 (stereo not drawn)
  8%	21%	1%
CC(=O)c1cc(F)c(N2CCN(c3ccc([N+](=O)[O-])cc3F)CC2)cc1C
  5%	17%	-2%
COc1ccccc1NC(=O)CN1C(=O)C(c2ccc(F)cc2)=NC1(C)C
  -3%	x	3%
CCC(C(=O)O)n1ccc2cc(S(=O)(=O)N3CCCCC3)ccc21 (stereo not drawn)
  3%	x	-9%
Cc1ccc(NC(=O)c2ccc(NCCCN3CCOCC3)c([N+](=O)[O-])c2)cc1Cl
  -5%	4%	u
CC(C)C(=O)Nc1cccc(C(=O)Nc2ccccc2C(=O)O)c1
  7%	-4%	-12%
O=S(=O)(NCc1ccc(F)cc1)c1ccc(-n2cccn2)cc1
  1%	-9%	-3%
O=c1onc2cnc3ccccc3n12
  17%	-4%&-7%	x
CCCCC(NC(=O)c1ccc(C#N)cc1)C(=O)NCCC (stereo not drawn)
  0%	x	-7%
O=C(CSc1nnc(CNC(=O)c2c(F)cccc2F)o1)NCCc1ccccc1
  3%	0%	-4%
CCc1c(C)[nH]c2nc3ccccc3n2c1=O
  5%	25%	-3%
CCc1nnc(NC(=O)CSc2nnc(-c3ccccc3O)n2CC)s1
  2%	0%	-14%
Cc1sc(NC(=O)CN(Cc2ccc(F)cc2)C(=O)C(C)C)c(C(N)=O)c1C
  1%	14%	-5%
COc1ccc(NC(=O)CCC(=O)N/N=C/c2cn(C)nc2C)cc1
  -4%	-14%	-9%
Cc1ccn2c(NC3CCCC3)c(-c3ccccn3)nc2c1
  8%	-12%	3%
O=C(NCCCN1CCOCC1)c1onc(CSc2nc3ccccc3[nH]2)c1C(=O)NCCCN1CCOCC1
  x	1%	14%
Cc1cccc(N2CCN(S(=O)(=O)c3ccc(F)c(C(=O)Nc4ccc(C(C)C)cc4)c3)CC2)c1C
  10%	x	-18%
Cn1c(Cc2cccs2)nnc1SC/C=C/c1ccccc1
  0%	4%	0%
CCCCOC(=O)CNc1nnc(SCC(=O)OCC)[nH]c1=O
  9%	2%	-1%
O=C(CN1C(=O)CC(c2ccco2)Sc2ccccc21)Nc1ccc(OC(F)(F)F)cc1 (stereo not drawn)
  1%	x	-7%
CC(C)N1C(=O)C(=O)N(CC(=O)N2c3ccccc3NC(=O)CC2C)C1=O (stereo not drawn)
  -5%	0%	8%
O=C(NCc1ccc(Cl)cc1)c1ccc(COCC(F)(F)F)o1
  7%	1%	-1%
Cn1c(=O)c2c(O)c(C=NCc3ccccc3)c(=O)n(C)c2n(C)c1=O
  3%	4%	2%
Cc1ccc(C(=O)N2CCCC(CCC(=O)N3CCN(c4ccccn4)CC3)C2)cc1C (stereo not drawn)
  7%	1%	-4%
CCCN(CCC)C(=O)C1CCN(c2cc(C)nc3c(-c4ccc(Cl)cc4)c(C)nn23)CC1
  6%	x	-6%
Cc1cccc(/C=N/NC(=O)c2ccncc2)n1
  x	-9%	21%
CCOC(=O)C(NC(=O)c1ccccc1)(OCc1ccccc1)C(F)(F)F (stereo not drawn)
  0%	-9%	-2%
CCCCCNCc1cccn1C
  5%	-28%	-5%

Laid out differently: results already given.
SMILES | TDP1 block | N370S GC | FEN1 inh
Cn1c(Cc2cccs2)nnc1SC/C=C/c1ccccc1 | 0% | 4% | 0%
CC(C)C(=O)Nc1cccc(C(=O)Nc2ccccc2C(=O)O)c1 | 7% | -4% | -12%

4 records picked at random from those above:
The line under a structure holds: TDP1 block	N370S GC	FEN1 inh
O=C(CSc1nnc(CNC(=O)c2c(F)cccc2F)o1)NCCc1ccccc1
  3%	0%	-4%
CCC(C(=O)O)n1ccc2cc(S(=O)(=O)N3CCCCC3)ccc21 (stereo not drawn)
  3%	x	-9%
Cc1cccc(/C=N/NC(=O)c2ccncc2)n1
  x	-9%	21%
CC(C)C(=O)Nc1cccc(C(=O)Nc2ccccc2C(=O)O)c1
  7%	-4%	-12%

Next section.
The line under a structure holds: TDP1 block	N370S GC	FEN1 inh
COc1ccccc1Nc1nc2c(s1)CCC2
  -1%	u	-5%
COc1ccc(-c2ccc3ccccc3n2)cc1OC
  -3%	9%	3%
CCCCN1C2=NCCCN2c2ccccc21
  1%	3%	8%
CCn1c(CCn2c3ccccc3c3ccccc32)n[nH]c1=S
  3%	16%	-12%
CCc1ncc(C(O)c2cccc3ccccc23)n1C (stereo not drawn)
  -4%	1%	2%
COc1ccc(C2SCC(=O)N2CCc2ccc(OC)c(OC)c2)cc1 (stereo not drawn)
  11%	-13%	10%
COc1ccc(CC(=O)N2CCc3cc(OC)c(OC)cc3C2O)cc1OC (stereo not drawn)
  x	-3%	-10%
O=C(CN1CCN(CC(=O)Nc2ccc(Cl)cc2)CC1)Nc1ccc(F)cc1
  x	-9%	-4%
COc1ccc(-c2onc(C)c2C)cc1S(=O)(=O)Nc1cc(Cl)ccc1C
  3%	x	-3%
COc1ccc(-c2c(C)nn3c(C)cc(C)nc23)cc1
  x	-2%	1%
CSc1ccccc1NC(=S)Nc1ccccc1C(F)(F)F
  5%	-2%	-2%
COc1ccc2c(=O)c(-c3ccc(C)cc3)c(-c3ccccc3)oc2c1
  -2%[56.1 µM]	x	2%
CC(c1ccco1)N(C(=O)Nc1ccccc1)C1CCCCC1 (stereo not drawn)
  0%	23%	3%
Cc1cccc(CNC(=O)c2ccc(-c3nc(CS(=O)(=O)c4ccccc4)c(C)o3)cc2)c1
  -6%	x	-4%
OC(CN1CCN(c2cccc(C(F)(F)F)c2)CC1)c1c[nH]c2ccccc12 (stereo not drawn)
  8%	u	-17%
COCC(C)n1c(SC(C)C(=O)NC2CCCCC2C)nc2ccccc2c1=O (stereo not drawn)
  2%	0%	-6%
Cc1cc(Cl)ccc1NC(=O)Cn1cncn1
  -6%	-22%	16%
COc1ccc(CCNC(=O)Cn2ccc3cc(S(=O)(=O)N4CCCCC4)ccc32)cc1OC
  6%	x	-12%
Cc1cc(Cl)ccc1NC(=O)c1cc2ccccn2n1
  3%	x	3%
Cc1nnc(Sc2cc(C(=O)NCc3ccco3)c3ccccc3n2)s1
  1%	-10%	-10%
CC(=O)c1ccc(Sc2nnnn2-c2ccccc2)c([N+](=O)[O-])c1
  0%	10%	2%
Cc1nn2c(C(F)(F)F)cc(-c3ccc(OC(C)C)cc3)nc2c1C#N
  -4%	x	4%
COc1cc(NC(=O)CCc2nc3cccnc3n2Cc2cccs2)cc(OC)c1OC
  4%	x	-21%
CCOC(=O)c1ccc(NC(=O)COc2ccccc2CNCCc2ccccc2)cc1
  3%	-9%	9%
COc1ccc(SCCc2nnc(-c3ccccc3)o2)cc1
  x	-10%	9%
Cc1ccc2nc(C3CCCN3Cc3nc(CCC(C)C)no3)[nH]c2c1 (stereo not drawn)
  x	7%	-11%
O=C(O)c1cccc(CSc2nnc(-c3ccc(Cl)cc3)o2)c1
  4%	3%	-1%
CSc1ccc(C(=O)C2CCCN(C(=O)c3cc(C)n(C)n3)C2)cc1 (stereo not drawn)
  5%	1%	19%
CCOC(=O)c1c(-c2ccc(C)o2)csc1NC(=S)NC(=O)c1ccccc1Br
  6%	4%	u
COc1ccc(-c2c3c(=O)n(C)c(=O)n(C)c3c3c(C)nc4ccccc4n23)cc1
  2%	x	-14%

The line under a structure holds: TDP1 block	N370S GC	FEN1 inh
Fc1ccc(NCc2cccn2-c2nnc(N3CCOCC3)s2)cc1
  7%	x	-9%
CCOC(=O)c1c(NC(=O)CSc2nnc(-c3c[nH]c4ccccc34)n2CC)sc2c1CCCC2
  3%	u	11%
COc1cc(C(=O)NCCSc2ccc(Br)cc2)cc(OC)c1OC
  3%	10%	-2%
Cc1cccc(NC(=O)C2CCN(C(=O)c3ccc(Cl)cc3)CC2)n1
  x	-6%	6%
CSc1cccc(NC(=S)N(CCCN2CCCC(C)C2)Cc2cccs2)c1 (stereo not drawn)
  5%	-14%	-9%
CC#CCCCC(=O)Nc1ccc(C(=O)O)cc1
  -7%	6%	-4%
COc1ccc(-c2cc(C)no2)cc1S(=O)(=O)Nc1cccc(CN2CCCC2)c1
  1%	-11%	13%
O=C(Nc1cc(C(F)(F)F)ccc1Cl)c1cc2nc3c(c(C(F)(F)F)n2n1)CCCC3
  3%	5%	-6%
O=[N+]([O-])c1ccc(N2CCN(CCO)CC2)cc1Sc1nc2ccccc2[nH]1
  2%	-1%	12%
